From PubChem BioAssay
Growth percent in the NCI-60 one-dose screen (48 h, 10 µM unless noted): 100 = growth as untreated, 0 = no growth, -100 = all killed.
A498: A498 renal cancer cells | actives 5.4% (n = 76,000)
TK-10: TK-10 renal cancer cells. actives 3.9% (n = 81,000). AID 1794769
UO-31: UO-31 renal cancer; AID 1794768; actives 5.2% (n = 81,000)
SN12C: SN12C renal cancer cells; actives 3.8% (n = 81,000); AID 1794767
786-0: 786-0 renal cancer cells; AID 1794775; actives 5.1% (n = 81,000)
ACHN: ACHN renal cancer; actives 4.9% (n = 81,000); AID 1794771
RXF 393: RXF 393 renal cancer cells. actives 6.9% (n = 77,000). AID 1794773
CAKI-1: CAKI-1 renal cancer; actives 4.7% (n = 75,000)
* marks the source's active call; other numbers are inactive results; . = not tested or not shown. How the source made its calls: active means growth percent below 10; inactive means the rest.

Every second line gives: A498	TK-10	UO-31	SN12C	786-0	ACHN	RXF 393	CAKI-1
- NC(=O)CC(NC(=O)c1ccccc1)C(=O)O (configuration not stated)
 : 108	106	.	107	113	100	105	.
- COc1ccc(/C=N/NC(=O)CN2C(=O)NC3NC(=O)NC32)cc1 (configuration not stated)
 : 115	103	88	101	98	107	118	92
- C#CCOc1ccc(C2=NN(CC(C)C)C3N=C(Cl)c4ncn(CC(C)C)c4N23)cc1OCC#C (configuration not stated)
 : 74	97	58	87	97	86	90	67
- O=C(O)C(c1ccccc1)N1C(=O)/C(=C/c2ccc(O)c(O)c2)SC1=S (configuration not stated)
 : 81	.	92	98	97	105	110	96
- C#C[C@]1(O)CC[C@H]2[C@@H]3CC=C4c5sc(-c6cccc(C)c6)nc5CC[C@]4(C)[C@H]3CC[C@@]21C
 : 95	110	34	71	33	64	12	27
- FC(F)(F)c1cc(Nc2cccc(Oc3ccc(NC4=NCCN4)nc3)c2)ccc1Cl
 : 38	27	22	-25*	-11*	1.4*	18	16
- OC(CNc1ccc(CSc2ccccc2)cc1)c1ccccc1 (configuration not stated)
 : 106	93	80	99	99	99	116	85
- Cc1nc2ccccc2c(/C=C/c2ccc(C(F)(F)F)cc2)c1C(=O)c1ccccc1
 : 79	85	58	72	74	75	66	56
- COc1cc(-c2nn(-c3cccc(NC(=O)NCCNS(=O)(=O)c4ccc(Cl)cc4)c3)cc2-c2ccncc2)ccc1Cl
 : -10*	5.1*	21	35	6.7*	11	-14*	.
- COc1ccc(NC(=S)NNC(=O)COc2ccc(-c3nc4ccccc4[nH]3)cc2OC)cc1
 : 79	117	88	101	103	102	110	95
- O=Cc1nc2ccccc2c(/C=C/c2ccc(Br)cc2)c1C(=O)c1ccccc1
 : 99	104	77	96	107	97	94	86
- Brc1ccc(-c2cc(-c3ccc4c(c3)OCCO4)n[nH]2)s1
 : 40	105	45	54	74	48	32	32
- C(=C\c1nnc(-c2[nH]nc3c2CCc2ccccc2-3)o1)/c1ccc2c(c1)OCO2
 : 99	128	82	116	106	91	84	84
- CC(OC=O)C(=O)O (configuration not stated)
 : 98	99	87	97	97	103	123	92
- Cc1oc(-c2ccc(Cl)cc2)nc1/C=C/C(=O)c1ccccc1
 : 101	122	84	96	96	101	106	92
- N#CC(C#N)=C(C#N)NCc1ccco1
 : 89	94	80	95	101	110	106	103
- COc1ccc(-n2c(COc3ccc(F)cc3)n[nH]c2=S)cc1
 : 108	101	107	84	102	100	80	104
- CCCCNc1ncnc2[nH]ncc12
 : 95	98	89	99	47	99	96	.
- Cc1ccc(F)c(Br)c1
 : .	112	85	111	98	110	128	101
- CCCCCCCCN(Cc1ccccc1)CC(O)c1ccncc1 (configuration not stated)
 : 116	89	76	99	91	98	115	.
- COc1ccc(/C=N/NC(=O)c2cnn3c2NC(c2ccccc2)C3)cc1Oc1ccccc1 (configuration not stated)
 : .	88	81	84	83	83	62	82
- CN(C)c1ccc(NC(=O)c2ccc(/C=C/C(=O)c3ncc[nH]3)cc2)cc1
 : 94	74	38	45	47	71	67	.
- CC1(C)C=C(C(=O)O)C(C)(C)N1O
 : 117	100	92	102	104	105	.	100
- O=C(c1ccccc1)C1(O)Oc2ccccc2C1=O (configuration not stated)
 : 90	120	81	91	101	100	102	101
- C[C@H]1[C@H]2C3=CC[C@@H]4[C@@]5(C)CCC(=O)C(C)(C)[C@@H]5CC[C@@]4(C)[C@]3(C)CC[C@@]2(C(=O)N2CCN(C)CC2)CC[C@@H]1C
 : 90	97	69	80	80	88	85	.
- CN1C(=O)C2=C(NCCN(C(=O)Cc3ccc(C(F)(F)F)cc3)C2c2ccc(Cl)c(Cl)c2)C1(C)C (configuration not stated)
 : 79	94	88	100	94	102	109	83
- C=C1CC[C@H](O)C/C1=C/C=C1\CCCC2(C)C1CCC2C(C)CCCC(C)C (some centres not stated)
 : 111	108	81	93	100	.	106	84
- Nc1nc(C(=O)O)cs1
 : 86	109	78	96	106	102	115	88
- C[C@H]1[C@H]2[C@H]3CC[C@@H]4[C@@]5(C)C/C(=C/c6ccco6)C(=O)C(C)(C)[C@@H]5CC[C@@]4(C)[C@]3(C)CC[C@]23CO[C@]1(C)[C@@H](C(=O)/C=C\c1ccco1)C3
 : 123	103	72	90	104	68	98	69
- O=C1CNCCN1
 : 98	100	92	98	100	106	98	93
- Cc1cc(C)n(C(=O)CNC(=O)Cn2c(=O)[nH]c3ccccc3c2=O)n1
 : 100	99	.	102	93	103	110	96
- CC(C)(C)c1cc(/C=N/NC(=O)c2ccccc2NC(=O)c2cccs2)c(O)c(C(C)(C)C)c1
 : .	29	11	41	18	22	65	20
- Cc1c(-[n+]2noc(=O)[nH]2)no[n+]1[O-]
 : .	104	81	100	99	106	105	94
- CCCN1C2CCC1/C(=C\c1ccc(OC)cc1)C1=C2[C@@H](c2ccc(OC)cc2)C(C#N)=C(N)O1 (some centres not stated)
 : 99	103	63	90	85	93	105	72
- CCOc1ccc(/C=N/Nc2nc3ccccc3s2)cc1OCC
 : 68	99	69	80	58	56	75	56
- [S-]c1n[n+](-c2ccccc2)c(-c2ccccc2)s1
 : 70	94	86	106	101	111	115	100
- COc1ccc(C2=NN(C(C)=O)C(c3ccc4c(c3)OCO4)C2)cc1 (configuration not stated)
 : 55	93	86	91	95	96	110	87
- O=C1CC(NCCc2c[nH]c3ccccc23)C(=O)N1c1ccc2c(c1)OCCO2 (configuration not stated)
 : 102	119	87	98	101	107	95	95
- COc1ccc(-c2nc(SC(C)C)nc(Oc3ccc(/C=C4/SC(=O)NC4=O)cc3)c2C#N)cc1
 : 83	108	75	84	99	92	109	109
- CC(C)=CCC/C(C)=C/C1OC23CCCCC2C(C#N)(C(=N)O3)C1(C#N)C#N (configuration not stated)
 : 117	106	88	102	110	100	115	.

Record cards, as listed above. Screens in order: A498, TK-10, UO-31, SN12C, 786-0, ACHN, RXF 393, CAKI-1
`O=C1CNCCN1` is entered as 98, 100, 92, 98, 100, 106, 98, 93
`CN(C)c1ccc(NC(=O)c2ccc(/C=C/C(=O)c3ncc[nH]3)cc2)cc1` is entered as 94, 74, 38, 45, 47, 71, 67, .
`C#C[C@]1(O)CC[C@H]2[C@@H]3CC=C4c5sc(-c6cccc(C)c6)nc5CC[C@]4(C)[C@H]3CC[C@@]21C` is entered as 95, 110, 34, 71, 33, 64, 12, 27
`COc1ccc(-n2c(COc3ccc(F)cc3)n[nH]c2=S)cc1` is entered as 108, 101, 107, 84, 102, 100, 80, 104
`Nc1nc(C(=O)O)cs1` is entered as 86, 109, 78, 96, 106, 102, 115, 88

The listing continues.
Every second line gives: A498	TK-10	UO-31	SN12C	786-0	ACHN	RXF 393	CAKI-1
- CN(CCSSCCN1CCOCC1)C(=O)Oc1cc2c(c3ccccc13)[C@H](CCl)CN2C(=O)c1cc2cc(OCCCN3CCC3)ccc2[nH]1
 : -14*	-10*	-17*	-9.1*	-35*	-67*	-77*	-48*
- CC(=O)Oc1ccc(OC(C)=O)cc1
 : 83	.	100	106	97	96	96	91
- O=C(CCCCCCSc1nc(-c2ccccc2)cc(-c2ccccc2)n1)NO
 : 50	27	22	70	65	23	6.1*	14
- Fc1ccc(-c2nc(-c3nc4cc(Cl)c(Cl)cc4[nH]3)cc3c2[nH]c2ccccc23)cc1
 : 63	89	38	66	91	69	77	53
- O=c1[nH]cc(Cc2ccccc2)c(=O)[nH]1
 : 102	115	89	110	102	104	96	95
- COc1ccc(-c2nnc(SCC(=O)N3CCN(c4cc5c(cc4F)c(=O)c(C(=O)O)cn5C4CC4)CC3)o2)cc1OC
 : 97	.	94	98	69	102	118	97
- CC(=O)c1sc(/N=C2\NC(=O)/C(=C/c3ccc(Cl)cc3)S2)nc1C
 : 96	101	88	117	95	110	108	.
- NS(=O)(=O)c1cc(C(=O)O)c(NCc2ccco2)cc1Cl
 : 104	.	79	90	103	96	110	97
- CCCCCCCCCCCC(=O)Oc1ccc(O)cc1
 : 96	109	95	95	104	96	107	.
- Cc1ccc(-c2nn(-c3ccccc3)cc2/C=C/C(=O)c2ccc(NC(=O)CCCCCCC(=O)NNc3ccccc3)cc2)cc1
 : 95	125	85	95	96	107	96	97
- COc1cc(/C=C(\C#N)c2ccc(Cl)cc2)ccc1OCc1ccccc1
 : 92	94	60	90	88	97	103	85
- Clc1cc(Cl)nc(Cl)n1
 : 94	101	92	99	114	113	98	103
- C=C1C(=O)O[C@H]2[C@H]1CC/C(COC(=O)C(C)c1ccc(CC(C)C)cc1)=C\CC[C@@]1(C)O[C@@H]21 (some centres not stated)
 : 93	62	-88*	35	-93*	-95*	-50*	79
- COc1cc(CC(CC(=O)c2ccc3c(c2)OCO3)(C(=O)O)C(=O)O)cc(OC)c1OC
 : 91	94	90	106	102	106	120	98
- CCCCS(=O)CCC(N)C(=O)O (configuration not stated)
 : 97	105	99	101	99	96	106	102
- CNc1nc2c(N)ncnc2n1C1OC(CO)C(O)C1O (configuration not stated)
 : 104	121	80	88	107	116	91	101
- Cc1ccc(S(=O)(=O)NN)cc1
 : 106	101	76	90	106	98	143	101
- CCN(CC)CCOCCn1c(C)ccc1C
 : .	93	85	.	105	98	107	101
- Cc1cc(C)cc(Oc2cccc(-c3c(C)nnn3C3CCN(CCN(C)C)CC3)n2)c1
 : 56	21	16	41	22	26	-6.8*	7.8*
- COc1ccc(C(=O)/C=C/c2ccc(/C=C/c3cc(OC)c(OC)c(OC)c3)cc2)cc1
 : 80	.	41	57	68	68	71	74
- Cc1csc(NC(c2ccccc2)c2cn(C)c3ccccc23)n1 (configuration not stated)
 : 86	112	71	90	99	92	106	86
- COc1cc(-c2ccc(NC(=O)CC(C)=O)c(OC)c2)ccc1NC(=O)CC(C)=O
 : 110	115	86	104	105	89	113	97
- CCN(Cc1ccc(CN(CC)C(=O)c2sc3ccccc3c2Cl)cc1)C(=O)c1sc2ccccc2c1Cl
 : 85	102	62	95	89	91	88	62
- c1ccc2cc3c(cc2c1)Cn1c-3nc2ccccc21
 : .	106	74	97	101	97	107	96
- COc1ccc(-c2cc(-c3ccc(OC)c(OC)c3)nc(SCCCCCCC(=O)O)n2)cc1
 : 110	112	81	100	106	102	111	87
- O=C(COc1cccc2cccnc12)Nc1ccc(C(=O)/C=C/c2ccc(Br)cc2)cc1
 : .	119	84	98	105	101	115	96
- O=C1NC2C3CC(c4ccccc43)C12 (configuration not stated)
 : .	120	101	102	115	110	93	92
- CCCCCCCCCC1OCC(C)([N+](=O)[O-])CO1 (configuration not stated)
 : 94	81	93	93	112	100	104	88
- CC1(C)C2CC=C(CCO)C1C2 (configuration not stated)
 : 101	97	94	100	105	111	123	104
- CCN(CC)c1ccc(/C=N/NC(=O)C[N+](C)(C)C)cc1
 : 92	95	108	105	101	105	112	101
- C/C(=N\NC(N)=O)c1ccc(Cl)cc1
 : 89	92	80	106	101	102	116	95
- Cc1ccc2c(c1)c(-c1nc(-c3c[nH]c4ncccc34)cs1)cn2C(=O)OC(C)(C)C
 : 70	84	46	77	53	57	59	54
- COc1ccc(NC(=O)c2cccc(-c3cc(=O)c4c(OC)c(OC)c(OC)cc4o3)c2)cc1
 : 60	84	44	65	71	67	40	36
- CN1CCC(OC2c3ccccc3CCc3ccccc32)CC1
 : 78	89	73	94	103	97	89	75
- COc1ccc(CN2C(=O)C(=Nc3cc(OC)c(OC)c(OC)c3)c3cc(OC)ccc32)cc1
 : 92	110	65	89	99	92	104	83
- CCC/C=C/C=N/NC(=S)NCC
 : .	101	83	89	97	104	107	96
- CCCCC1(CC)SCC(=O)NC1=O (configuration not stated)
 : .	118	101	107	107	100	126	99
- CC[C@]12C=CCN3CC[C@]4(C(=C(C(=O)OC)C1)Nc1cc5c(cc14)[C@@H]1[C@H](O5)[C@@H](O)[C@@]4(CC)CC(C(=O)OC)=C5Nc6cc(O)ccc6[C@@]56CCN1C46)C32 (some centres not stated)
 : -72*	-9.2*	4.9*	14	6.9*	-14*	-40*	-7.7*
- CC(C)(Br)C(=O)Nc1ccccc1
 : 93	97	85	106	111	104	114	98
- CCCCCN(C)c1ncnc2[nH]ncc12
 : 92	96	97	137	98	91	80	69
- O=C(CSc1nnc(CN2CCN(c3cc4c(cc3F)c(=O)c(C(=O)O)cn4C3CC3)CC2)o1)c1ccc(Cl)cc1
 : 82	143	86	97	92	97	104	96
- O=C1OC(Cc2ccccc2)(c2ccccc2)c2ccccc21 (configuration not stated)
 : 67	106	77	99	84	101	104	74
- COC(=O)c1ccc2[nH]c(O)c(C(=Nc3ccc(N(C)C(=O)CN4CCN(C)CC4)cc3)c3ccc(CO)cc3)c2c1
 : 89	66	88	60	66	92	39	49
- Nc1ccc2c3c(cccc13)-c1ccccc1-2
 : 86	116	32	56	68	95	93	69
- C=CCn1c(SCC(=O)Nc2ccc(C(=O)/C=C/c3ccc(OC)c(OC)c3)cc2)nnc1-c1c[nH]c2ccccc12
 : 120	127	79	100	108	98	.	.
- CC(=O)Oc1ccc2c(c1)C(=O)CCCCCC(=O)O2
 : 95	101	91	103	99	103	110	93
- NC(=O)c1cccc(-n2ccc3cc(NC(=O)c4ccc(F)c(C(F)(F)F)c4)ccc32)n1
 : .	84	54	75	57	72	26	53
- NC1=C(c2nn[nH]n2)C(c2ccccc2Cl)c2ccc3ccccc3c2O1 (configuration not stated)
 : 48	75	60	84	83	78	79	37
- Cc1cc(CSc2ccc(Cl)cc2)ccc1N
 : 100	101	29	42	70	102	105	95
- CC(C)C[C@H](N)C(=O)N=S(N)(=O)c1cccc(F)c1 (some centres not stated)
 : 85	87	78	87	98	91	92	82

Another view of some results above:
compound	A498	TK-10	UO-31	SN12C	786-0	ACHN	RXF 393	CAKI-1
CC(=O)Oc1ccc2c(c1)C(=O)CCCCCC(=O)O2	95	101	91	103	99	103	110	93
C=CCn1c(SCC(=O)Nc2ccc(C(=O)/C=C/c3ccc(OC)c(OC)c3)cc2)nnc1-c1c[nH]c2ccccc12	120	127	79	100	108	98	.	.
